High-throughput results deposited in PubChem BioAssay by Johns Hopkins Ion Channel Center.
CHT allo act – allosteric activators of human choline transporter CHT. B-score at 10 µM. AID 488977. CHT-expressing cells, membrane potential dye, choline EC20; stronger effect = higher value; LV-AA mutant CHT in HEK293 cells. Q9GZV3. 0.49% of 310,000 active;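 active means initial fluorescence not abnormally high and integrated response B-score, plate-corrected, over 3 SD above library mean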
Target sequence (Q9GZV3 whole entry, looked up): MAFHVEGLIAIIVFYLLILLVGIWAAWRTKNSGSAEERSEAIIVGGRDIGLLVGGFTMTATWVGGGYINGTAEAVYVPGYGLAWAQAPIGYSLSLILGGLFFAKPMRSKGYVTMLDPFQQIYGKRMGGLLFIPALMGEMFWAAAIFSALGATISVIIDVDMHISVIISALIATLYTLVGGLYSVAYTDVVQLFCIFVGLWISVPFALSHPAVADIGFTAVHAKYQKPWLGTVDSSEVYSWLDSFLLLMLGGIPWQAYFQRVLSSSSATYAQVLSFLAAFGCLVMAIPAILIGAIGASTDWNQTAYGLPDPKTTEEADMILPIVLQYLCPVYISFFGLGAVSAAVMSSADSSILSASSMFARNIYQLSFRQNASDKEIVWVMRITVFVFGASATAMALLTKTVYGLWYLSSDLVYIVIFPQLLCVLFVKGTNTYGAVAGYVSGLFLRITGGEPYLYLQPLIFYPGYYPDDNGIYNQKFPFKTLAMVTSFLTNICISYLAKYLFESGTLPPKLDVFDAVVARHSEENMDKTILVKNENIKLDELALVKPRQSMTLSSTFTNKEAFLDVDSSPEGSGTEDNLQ
CHT inh – human CHT choline transport inhibition; Q9GZV3; CHT-expressing cells, membrane potential dye, choline response; stronger effect = lower value; B-score at 10 µM; 0.86% of 310,000 active; AID 488975;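 active means B-score over 3 SD under the library average, and starting fluorescence ratio not unusually high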;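 further: choline stimulus applied at its EC90 after an EC20 pre-addition; B-score computed on integrated fluorescence ratio after choline addition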
* hit, by the source's call. Outcome played no part in choosing rows (roughly 1.4% active in at least one column).

`O=C1Nc2ccccc2S/C1=C\C(=O)N1CCCC1` gave CHT allo act inactive and CHT inh inactive.
For CCOc1ccc(C2C(C#N)=C(N)N(N(C)C)C3=C2C(=O)CC(C)(C)C3)cc1 (centres undefined) the results were CHT allo act inactive and CHT inh inactive.
Cc1ccc(NC(=O)c2cccc3c2C(=O)N(C2CCCCC2)C3)cc1 was read as CHT allo act inactive and CHT inh inactive.
COc1ccc(CCNC(=O)Cc2nn(C)c(=O)c3ccccc23)cc1OC was read as CHT allo act inactive and CHT inh inactive.
`CCOC(=O)C1(Cc2cccc(Cl)c2)CCCN(C(=O)c2cn[nH]c2)C1` (centres undefined) gave CHT allo act inactive and CHT inh inactive.
Screening O=S(=O)(c1cccc(F)c1)N1CCN(C(=S)NCc2ccccc2)CC1 returned CHT allo act inactive and CHT inh inactive.
O=c1cc(NC2CCCCCC2)[nH]c(=O)[nH]1 was read as CHT allo act inactive and CHT inh inactive.
For N#Cc1sc2nc(-c3cccs3)cc(-c3ccc(F)cc3)c2c1N the results were CHT allo act inactive and CHT inh inactive.
`COc1cccc(/C=N/NC(=O)C(=O)NCc2cccnc2)c1` gave CHT allo act inactive and CHT inh inactive.
`Cc1nn(C)c(C(=O)NC(=S)Nc2ccccc2O)c1Cl` gave CHT allo act inactive and CHT inh inactive.
For N#Cc1c(-c2cccs2)cc(C2CC2)nc1SCC(N)=O the results were CHT allo act inactive and CHT inh inactive.
For Cc1cc(NC(=O)COC(=O)c2cccc(S(=O)(=O)N3CCOCC3)c2)no1 the results were CHT allo act inactive and CHT inh inactive.
`O=Cc1cccn1Cc1ccccc1[N+](=O)[O-]` gave CHT allo act inactive and CHT inh inactive.
`O=[N+]([O-])c1ccc(-c2cnc3ccccc3n2)cc1` gave CHT allo act inactive and CHT inh inactive.
Cc1ccsc1C(=O)OCc1nc2ccccc2c(=O)[nH]1 was read as CHT allo act inactive and CHT inh inactive.
For Cc1ccc(C(=O)O)cc1N1C(=O)c2cccc3c([N+](=O)[O-])ccc(c23)C1=O the results were CHT allo act inactive and CHT inh -5*.
For CCOc1ccc(/C=N/NC(=O)Cc2cccs2)cc1 the results were CHT allo act inactive and CHT inh inactive.
For CCOC(=O)C1CCN(c2cc3c(cc2NC(=O)c2ccccc2Cl)n(C)c(=O)n3C)CC1 the results were CHT allo act inactive and CHT inh inactive.
CNC(=S)Nc1cc(C(F)(F)F)ccc1Cl was read as CHT allo act inactive and CHT inh inactive.
Cc1ccc2c(c1)N1C(=O)c3ccccc3C1C1=C(CC(C)(C)CC1=O)N2 (centres undefined) was read as CHT allo act inactive and CHT inh inactive.
Cc1ccc(NC(=O)C2CCN(S(C)(=O)=O)CC2)c(C)c1 was read as CHT allo act inactive and CHT inh inactive.
For O=C(CCC(=O)c1cccs1)Nc1nc2ccccc2s1 the results were CHT allo act inactive and CHT inh inactive.
Screening O=C(NCC(=O)N(c1ccc(F)cc1)C(C(=O)NC1CCCCC1)c1ccncc1)c1ccco1 (centres undefined) returned CHT allo act inactive and CHT inh inactive.
Screening CCN(Cc1ccncc1)Cc1ccc(OC)c(OC)c1 returned CHT allo act inactive and CHT inh inactive.
Screening Cc1ccc(CCNC(=O)C2CC(c3ccc(C(F)(F)F)cc3)=NO2)cc1 (centres undefined) returned CHT allo act inactive and CHT inh inactive.
For CCCc1ccc(C(=O)Cn2nc(C(=O)O)c3ccccc3c2=O)cc1 the results were CHT allo act inactive and CHT inh inactive.
Screening COC(=O)c1c(C)[nH]c(C(=O)OCC(=O)N2c3ccccc3NC(=O)C2(C)C)c1C returned CHT allo act inactive and CHT inh inactive.
`Cc1cccc(N=C2NC(=O)/C(=C/C=C/c3ccco3)S2)c1` gave CHT allo act inactive and CHT inh inactive.
Cc1csc(NC(=O)C(NC(=O)c2ccccc2F)C(C)C)n1 (centres undefined) was read as CHT allo act inactive and CHT inh inactive.
Screening COc1ccc(S(=O)(=O)N2CCN(C(=O)NCc3ccc(C)cc3)CC2)cc1 returned CHT allo act inactive and CHT inh inactive.
`Cn1c(N)c(N2CCN(c3ccccc3)CC2)c(=O)[nH]c1=O` gave CHT allo act inactive and CHT inh inactive.
Screening O=C(COC(=O)c1cc([N+](=O)[O-])ccc1N1CCOCC1)c1ccc(Br)cc1 returned CHT allo act inactive and CHT inh inactive.
For COc1ccc(-c2nnc(SC(C(=O)c3c[nH]c4ccccc34)c3ccccc3)n2N)cc1OC (centres undefined) the results were CHT allo act inactive and CHT inh inactive.
For CCc1nnc(NC(=O)CSc2nnc(-c3cc4ccccc4cc3O)n2CCOC)s1 the results were CHT allo act inactive and CHT inh inactive.
Screening Cc1ccccc1CN1C(=O)[C@@H]2Cc3c([nH]c4ccccc34)C(C)(C)N2C1=O returned CHT allo act inactive and CHT inh inactive.
O=C(CSc1cccc2cccnc12)OCC(=O)c1ccccc1 was read as CHT allo act inactive and CHT inh inactive.
Cc1ccc(OC(=O)CCNC(=O)c2ccccc2Cl)c(Br)c1 was read as CHT allo act inactive and CHT inh inactive.
For Cn1nc(C(=O)NNC(=O)COc2ccccc2)c2ccccc2c1=O the results were CHT allo act inactive and CHT inh inactive.
`Cc1cc(C)nc(NS(=O)(=O)c2ccc(NC(=O)Cn3c(=O)oc4ccccc43)cc2)n1` gave CHT allo act inactive and CHT inh inactive.
Screening CCOc1ccc(C(=O)Nc2c3c(nn2-c2cccc(C)c2C)CS(=O)C3)cc1 (centres undefined) returned CHT allo act inactive and CHT inh inactive.
For O=C(Nc1cccc(C(=O)Nc2ccc(Cl)cn2)c1)c1ccccc1 the results were CHT allo act inactive and CHT inh inactive.
For O=C(NCc1ccco1)c1ccc(OCC2CCCO2)cc1 (centres undefined) the results were CHT allo act inactive and CHT inh inactive.
For CC(C)N1CCC(N2CCN(Cc3cc(F)ccc3-n3cccn3)CC2CCO)CC1 (centres undefined) the results were CHT allo act inactive and CHT inh inactive.
For Fc1ccc(Cn2c(-c3cscn3)nc3ccccc32)c(Cl)c1 the results were CHT allo act inactive and CHT inh inactive.
CCN1CCCC1CNC(=O)C(=O)NCc1ccccc1 (centres undefined) was read as CHT allo act inactive and CHT inh inactive.
Screening CN(CCN1CCOCC1)C(=O)CC1C(=O)NCCN1Cc1ccccc1C(F)(F)F (centres undefined) returned CHT allo act inactive and CHT inh inactive.
Screening Cc1cc(C)cc(-n2ncc3c2CCCC3NC(=O)C2(C(N)=O)CC2)c1 (centres undefined) returned CHT allo act inactive and CHT inh inactive.
For COCCNc1nc2ccccc2n2cnnc12 the results were CHT allo act inactive and CHT inh inactive.
For Clc1ccc(-c2nnc3ccccn23)cc1 the results were CHT allo act inactive and CHT inh inactive.
`O=C(C1=C[C@@H](c2ccc(C(F)(F)F)cc2)C[C@@H](OCc2ccc(CO)cc2)O1)N1CCOCC1` gave CHT allo act inactive and CHT inh inactive.
COc1ccc2nc(Nc3nc(-c4ccncc4)cs3)sc2c1 was read as CHT allo act inactive and CHT inh inactive.
Screening COC(=O)c1ccc(OC(=O)C2CC(=O)N(c3ccc(C)cc3C)C2)cc1 (centres undefined) returned CHT allo act inactive and CHT inh inactive.
For O=C(NCCCNC(=O)c1cnccn1)c1ccc(Br)cc1 the results were CHT allo act inactive and CHT inh inactive.
For COc1ccc(OC)c(-c2nc(C(=O)NC3CCN(Cc4ccccc4)CC3)cc3c2[nH]c2ccccc23)c1 the results were CHT allo act inactive and CHT inh inactive.
`CS(=O)(=O)c1ccc(Cl)c(NC(=O)COC(=O)Cc2c[nH]c3ccccc23)c1` gave CHT allo act inactive and CHT inh inactive.
Screening CC(C)(Oc1ccc(Cl)cc1)C(=O)OCn1nnc2ccccc2c1=O returned CHT allo act inactive and CHT inh inactive.
`O=S(=O)(NCCN1CCCC1)c1ccc(C(F)(F)F)cc1` gave CHT allo act inactive and CHT inh inactive.
For CCCc1[nH]nc2c1C(C1CC=CCC1)C(C#N)=C(N)O2 (centres undefined) the results were CHT allo act inactive and CHT inh inactive.
`O=C(CC1C(=O)NCCN1Cc1ccc(-c2ccccc2)cc1)NCc1ccccc1` (centres undefined) gave CHT allo act inactive and CHT inh inactive.
Screening COc1ccc2nc(NC(=O)CC3Oc4ccccc4NC3=O)sc2c1 (centres undefined) returned CHT allo act inactive and CHT inh inactive.
For COc1ccccc1N1CCN(C(=O)C(C)CS(=O)(=O)c2ccc3c(c2)NC(=O)CS3)CC1 (centres undefined) the results were CHT allo act inactive and CHT inh inactive.
Screening CCOC(=O)Cc1csc(/C(=N/O)C(N)=O)n1 returned CHT allo act inactive and CHT inh inactive.
COc1ccc2c(c1OC)C(=O)OC2Nc1nc(-c2cccc([N+](=O)[O-])c2)cs1 (centres undefined) was read as CHT allo act inactive and CHT inh inactive.
CC(C)CNC(=S)N1CCN(C)CC1 was read as CHT allo act inactive and CHT inh inactive.
`CN1CCc2c(sc3nc(SCC(=O)N4CCCCC4)n(-c4ccccc4)c(=O)c23)C1` gave CHT allo act inactive and CHT inh inactive.
For O=C(Nc1ccc(Cl)cc1)Nc1nnc(-c2ccncc2)s1 the results were CHT allo act inactive and CHT inh inactive.
COc1ccc(N=C2O/C(=C/c3sc(=S)n(CC4CCCO4)c3O)N=C2C#N)cc1 (centres undefined) was read as CHT allo act inactive and CHT inh inactive.
`Cc1oc(-c2cccs2)nc1CN1CCN(CCC(C)C)C(CCO)C1` (centres undefined) gave CHT allo act inactive and CHT inh inactive.
For CCS(=O)(=O)NCCCc1ccccc1 the results were CHT allo act inactive and CHT inh inactive.
`Cc1csc(NC(=O)c2ccc(C)o2)n1` gave CHT allo act inactive and CHT inh inactive.
`Oc1c(Cl)cc(Cl)cc1C1Nc2ccccc2-n2cccc21` (centres undefined) gave CHT allo act inactive and CHT inh inactive.
Screening O=C(O)C1CCCN1S(=O)(=O)c1ccc(Br)cc1 (centres undefined) returned CHT allo act inactive and CHT inh inactive.
For O=C(O)c1cc2c(cc1Br)OCCCO2 the results were CHT allo act inactive and CHT inh inactive.
`Cc1ccccc1-n1c(SCC(=O)c2c(N)n(C)c(=O)n(C)c2=O)nnc1-c1cccnc1` gave CHT allo act inactive and CHT inh inactive.
For CCc1ccc(CN(C)C(=O)c2cc(COc3cccc(C(F)(F)F)c3)on2)nc1 the results were CHT allo act inactive and CHT inh inactive.
Screening CCN1C(=O)/C(=C2/Sc3ccc(OC)cc3N2C)SC1=Nc1cccc(O)c1 returned CHT allo act inactive and CHT inh inactive.
Screening COc1ccc(CNc2ncnc3cc(Cl)ccc23)cc1 returned CHT allo act inactive and CHT inh inactive.
Cc1cccc(NC(=O)C(NS(=O)(=O)c2ccc3c(c2)CCC(=O)N3)c2ccccc2)n1 (centres undefined) was read as CHT allo act inactive and CHT inh inactive.
CCOCCCNCc1cc(Br)ccc1OCC was read as CHT allo act inactive and CHT inh inactive.
COc1ccc(C(=O)Nc2c(C)ccc3nsnc23)cc1[N+](=O)[O-] was read as CHT allo act inactive and CHT inh inactive.
For O=C(Nc1ccc(S(=O)(=O)Nc2ccc(F)cc2)cc1)c1ccc(CN2CCOCC2)cc1 the results were CHT allo act inactive and CHT inh inactive.
For Cc1cc(=O)[nH]c(SCC(=O)/C=C2\N(C)c3ccccc3C2(C)C)n1 the results were CHT allo act inactive and CHT inh -5*.
O=C(NCc1ccc(Cl)cc1)c1n[nH]c([N+](=O)[O-])c1Cl was read as CHT allo act inactive and CHT inh -8.5*.
